Assay outcomes: PubChem BioAssay, National Center for Advancing Translational Sciences (NCATS)
RXFP1 ag = agonists of human relaxin receptor RXFP1 | Q9HBX9 | HEK293T-RXFP1 cAMP TR-FRET, 30 min; response scale: percent of porcine relaxin response, buffer zero | Potency, µM (top dose mostly 57.5 µM), without a hit: top-dose activation, most hits filed as activators | hit rate 0.3% among 370,000 | AID 2676; note: % is set by controls: 0 for no effect and ±100 for the full control effect; nearly all actives have a fitted effect of over 60% in size; many of its hits are not listed in these tables
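Agonist response is measured as cAMP accumulation in an RXFP1-transfected HEK293T line under PDE4 inhibition. Values are scaled between buffer-only and 29 nM porcine relaxin, and EC50s come from standard Hill equation fits.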
TrxR1 substrate = substrates of rat thioredoxin reductase 1. O89049. purified TrxR1 substrate turnover, NADPH consumption readout. Potency, µM (doses to about 114 µM), for inactives: at the top dose activity change, negative = substrate turnover. hit rate 0.01% among 390,000; note: % is set by controls: 0 for no effect and ±100 for the full control effect; nearly all actives have a fitted effect of over 50% in size
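Rat TrxR1, dispensed at 90 nM, was prereduced with 400 uM NADPH (final) for 5 min at ~22 deg C, then incubated with compound 15 min before 400 uM selenite. A first-read NADPH fluorescence drop versus no-compound background flagged substrates.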
USP1-UAF1 inh = blocks the human USP1/UAF1 deubiquitinase complex. hit rate 0.23% among 390,000. recombinant USP1/UAF1, Ub-Rhodamine cleavage fluorescence. Potency, µM (top dose mostly 57.1 µM), without a hit: at the top dose activity change, negative = inhibition, actives largely listed as inhibitors. AID 743255. O94782; note: % is set by controls: 0 for no effect and ±100 for the full control effect; nearly all actives have a fitted effect of over 60% in size; inactives centre near -12
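USP1/UAF1 complex (1 nM) preincubated 15 min at room temperature with compound, then Ub-Rho substrate (150 nM final) added. Kinetic fluorescence at 480/540 nm over 6 reads at 60 s intervals; 50 mM HEPES pH 7.8, 0.5 mM EDTA, 0.1 mg/ml BSA, 1 mM TCEP, 0.01% Tween-20.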
mIDH1 inhibitor = inhibitors of human mutant IDH1 R132H; AID 602179; Potency, µM (series often up to 76.6 µM), without a hit: at the highest dose activity change, negative = inhibition, actives largely listed as inhibitors; O75874; hit rate 0.093% among 390,000; IDH1-R132H enzyme, NADPH consumption, diaphorase/resazurin fluorescence; note: % is set by controls: 0 for no effect and ±100 for the full control effect; nearly all actives have a fitted effect of over 65% in size
Target sequence (O75874 whole entry R132H, stated change not applied): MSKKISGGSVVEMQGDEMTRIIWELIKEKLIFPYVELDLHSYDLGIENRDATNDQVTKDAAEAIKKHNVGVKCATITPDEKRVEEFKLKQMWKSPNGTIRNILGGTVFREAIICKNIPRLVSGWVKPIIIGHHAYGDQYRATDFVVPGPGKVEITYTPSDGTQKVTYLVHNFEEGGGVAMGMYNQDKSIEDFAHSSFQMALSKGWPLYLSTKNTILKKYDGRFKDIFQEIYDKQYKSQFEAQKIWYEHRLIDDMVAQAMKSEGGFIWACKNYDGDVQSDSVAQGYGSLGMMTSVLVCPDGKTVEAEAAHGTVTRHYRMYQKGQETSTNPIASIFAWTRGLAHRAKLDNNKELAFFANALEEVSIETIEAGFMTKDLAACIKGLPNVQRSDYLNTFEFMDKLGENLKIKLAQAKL
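IDH1-R132H (0.5 ug/mL dispensed) in pH 7.5 Tris buffer was preincubated 30 min with compound, then given a substrate mix of 0.016 mM NADPH and 2 mM alpha-KG for 80 min at room temperature; remaining NADPH was read by diaphorase/resazurin fluorescence.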
Vif-APOBEC3G blk = blocks the Vif interaction with human APOBEC3G; Q9HC16; HeLa A3G-eYFP + Vif (tagged APOBEC3G with the HIV-1 protein that degrades it), YFP fluorescence, overnight; Potency, µM (series often up to 46.1 µM), for inactives: top-dose activity, negative = active, hits mostly inhibitors; hit rate 0.076% among 410,000; AID 602310;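 note: % is set by controls: 0 for no effect and ±100 for the full control effect; nearly all actives have a fitted effect of over 60% in size; hits raise eYFP signal because A3G escapes Vif-driven loss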
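HeLa cells stably expressing Vif and C-terminally eYFP-tagged A3G, seeded overnight at 37 deg C, then exposed to compound by pintool overnight at 37 deg C. Rise in yellow fluorescence (Ex 488/Em 500-530, Acumen) marks blocked Vif-driven A3G degradation.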
12-LOX inh = blocks human arachidonate 12S-lipoxygenase. hit rate 1.1% among 580,000. Potency, µM (doses to about 108 µM), for the others: at the top dose activity change, negative = inhibition, actives largely listed as inhibitors. AID 1671190. purified 12hLO, xylenol orange hydroperoxide absorbance; note: % is set by controls: 0 for no effect and ±100 for the full control effect
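Purified human 12hLO at 150 nM in 25 mM Hepes, 0.01% Triton X-100, pH 7.0, preincubated 15 min at room temperature with compound. Reaction started with 40 uM arachidonic acid, 30 min at room temperature. Hydroperoxide measured by Fe-xylenol orange, 573/405 nm absorbance ratio.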
Vif-A3F inh = Vif-A3F binding inhibition; hit rate 0.2% among 390,000; Potency, µM (titrated, usually from 46.1 µM), without a hit: at the highest dose activity, negative = active; HeLa A3F-eYFP + Vif (tagged APOBEC3F with the HIV-1 protein that degrades it), YFP fluorescence increase; note: % of control where 0% means no effect; nearly all actives have a fitted effect of over 65% in size
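Fluorescence increase (Ex 488/Em 500-530) after overnight compound treatment at 37 deg C flags inhibition of Vif-driven A3F-eYFP loss in stable HeLa A3F-eYFP/Vif cells seeded overnight beforehand.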
RGS4 inh = human RGS4 inhibition; AID 504845; hit rate 0.039% among 390,000; P49798; Potency, µM (top dose mostly 114 µM), for the others: at the highest dose activity change, negative = inhibition, most hits filed as inhibitors; Transcreener GDP fluorescence polarization, RGS4-accelerated GTP hydrolysis; note: % is set by controls: 0 for no effect and ±100 for the full control effect; nearly all actives have a fitted effect of over 75% in size; some results filed as inactive show a strong effect at the top dose
Target sequence (P49798 whole entry, looked up): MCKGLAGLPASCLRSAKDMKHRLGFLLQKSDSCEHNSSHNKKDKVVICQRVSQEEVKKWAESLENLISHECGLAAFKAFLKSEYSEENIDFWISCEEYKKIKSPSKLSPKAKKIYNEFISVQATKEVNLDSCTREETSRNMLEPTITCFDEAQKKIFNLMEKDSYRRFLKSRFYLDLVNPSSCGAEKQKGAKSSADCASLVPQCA
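MLSMR compounds (23 nl, pin-transferred) preincubated 10 min at room temperature with a 500nM (2x) first reagent, then RGS4 at 900nM (2x) plus Transcreener GDP mix added; fluorescence polarization (620/688 nm) read before and after 90 min at 30 °C.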
TrxR1 inh = blocks rat thioredoxin reductase 1; O89049; recombinant rTrxR1, NADPH fluorescence consumption, selenite substrate; Potency, µM (titrated, usually from 114 µM), inactives show at the highest dose activity change, negative = inhibition, usual class: inhibitors; hit rate 1% among 390,000; note: % is set by controls: 0 for no effect and ±100 for the full control effect; nearly all actives have a fitted effect of over 65% in size
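Rat TrxR1 (90 nM in the dispensed reagent) was pre-reduced with 400 uM NADPH for 5 min at room temperature, then incubated with compound for 15 min. After 400 uM selenite was added, NADPH fluorescence (Ex 340/Em 450 nm) was followed for 8 min.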
* hit, by the source's call; ? = inconclusive; . = no result given; [ ] = remark or other dose. Calls come from the whole dose curve; as a rule, active = well fitted curve in the direction sought with a large enough effect; inconclusive = small, poorly fitted or top-dose-only effect, or another doubt; inactive = no such curve, though single readings can be large; an effect the other way counts as inactive or inconclusive. Potency is the fitted concentration of half-maximal effect. Some of the compounds tested; count on the stated rates, not on these rows.

no.	compound	TrxR1 substrate	USP1-UAF1 inh	Vif-A3F inh	Vif-APOBEC3G blk	mIDH1 inhibitor
1	Cn1ccnc1C(O)(c1ccccc1)c1ccccc1	-6%	-1%	-8%	1%	0%
2	O=C1c2ccccc2C(Nc2ccc3c(c2)OCCO3)N1Cc1ccccc1 (stereo not given)	1%[57.1 µM]	-11%	1%	-1%	0%
3	CCC(=O)c1ccc(N2CCN(C(=O)c3ccc(F)cc3)CC2)c(F)c1	2%	-10%	-6%	2%	0%
4	CCCn1c(N)nc2ccccc21	2%[57.1 µM]	-12%	2%	1%	4%
5	COc1ccc(-n2nc3c(c2NC(=O)COc2ccccc2OC)CS(=O)(=O)C3)cc1	.	-12%	-4%	0%	12%
6	Cc1ccccc1N1C(=O)C2CCCN2C1=S (stereo not given)	1%	-18%	-4%	2%	-3%
7	Cc1cc(C)c(S(=O)(=O)Nc2ccccc2)c(C)c1	6%[11.4 µM]	-7%	11%	-7%	10%
8	CCOc1ccc(C(=O)NCCc2sc(-c3cccc(F)c3)nc2C)cc1OCC	3%[57.1 µM]	-5%	0%	0%	-18%

no.	RGS4 inh	TrxR1 inh	RXFP1 ag	12-LOX inh
1	8%	-1%	-2.6%	0%
2	3%	9%[57.1 µM]	-1.2%	.
3	-43%	6%	2.3%	11%
4	28%	8%[57.1 µM]	0.0%	4%
5	.	.	.	-21%
6	-5%	18%	-1.2%	-39%
7	-17%	12%[11.4 µM]	.	10%
8	-8%	10%[57.1 µM]	3.0%	-29%

Results in TrxR1 substrate, for 2 of the compounds above:
no.	structure	TrxR1 substrate
8	CCOc1ccc(C(=O)NCCc2sc(-c3cccc(F)c3)nc2C)cc1OCC	3%[57.1 µM]
4	CCCn1c(N)nc2ccccc21	2%[57.1 µM]

Next structures.
no.	compound	TrxR1 substrate	USP1-UAF1 inh	Vif-A3F inh	Vif-APOBEC3G blk	mIDH1 inhibitor
9	Cc1ccccc1OCCC(=O)OCC(=O)NCCc1ccccc1	-7%	-2%	-10%	-3%	-1%
10	O=C(CN1C(=O)NC2(CCCC2)C1=O)N1CCN(S(=O)(=O)c2ccc(Cl)cc2)CC1	2%[57.1 µM]	-18%	0%	-5%	0%
11	CCOC(=O)CCc1c(C)c2ccc(O)cc2oc1=O	306%[activator][57.1 µM]	-13%	4%	-2%	1%
12	CCn1cc(C(=O)N2CCN(c3ccccn3)CC2)c(=O)c2cc(S(=O)(=O)N(C)C3CCCCC3)ccc21	-2%	-15%	-3%	?	5%
13	O=C(COC(=O)CSc1nnc(-c2ccc(Cl)cc2)o1)NCc1ccc2c(c1)OCO2	6%[57.1 µM]	-12%	4%	1%	2%
14	O=C(O)c1ccc(N/C(=N\S(=O)(=O)c2ccc(Cl)cc2)c2ccccc2)cc1	-12%	-6%	3%	-1%	0%
15	Cc1n[nH]c(=O)nc1Nc1ccc(O)cc1	5%	-18%	-1%	-1%	4%
16	O=C1CC(Cc2ccc(Br)cc2)C(=O)N1c1ccccc1 (stereo not given)	-9%	3%	1%	0%	1%

no.	RGS4 inh	TrxR1 inh	RXFP1 ag	12-LOX inh
9	7%	-1%	0.2%	2%
10	1%	9%[57.1 µM]	2.9%	-8%
11	0%[11.4 µM]	-84%	6.4%	0%
12	9%	6%	-1.2%	-14%
13	-3%	-120%	-0.4%	4%
14	10%[11.4 µM]	-12%	2.8%	71%[activator]
15	-14%	-7%	-1.3%	10%
16	14%	4%	-2.9%	2%

Whole records as entered above. Order of values: TrxR1 substrate	USP1-UAF1 inh	Vif-A3F inh	Vif-APOBEC3G blk	mIDH1 inhibitor	RGS4 inh	TrxR1 inh	RXFP1 ag	12-LOX inh
Entry for O=C(O)c1ccc(N/C(=N\S(=O)(=O)c2ccc(Cl)cc2)c2ccccc2)cc1 → -12%	-6%	3%	-1%	0%	10%[11.4 µM]	-12%	2.8%	71%[activator]
Entry for CCOC(=O)CCc1c(C)c2ccc(O)cc2oc1=O → 306%[activator][57.1 µM]	-13%	4%	-2%	1%	0%[11.4 µM]	-84%	6.4%	0%
Entry for Cc1ccccc1OCCC(=O)OCC(=O)NCCc1ccccc1 → -7%	-2%	-10%	-3%	-1%	7%	-1%	0.2%	2%

Later entries
no.	compound	TrxR1 substrate	USP1-UAF1 inh	Vif-A3F inh	Vif-APOBEC3G blk	mIDH1 inhibitor
17	O=C(NC1CCCCC1)c1ccc([N+](=O)[O-])cc1	4%[2.29 µM]	-8%	-11%	0%	0%
18	COc1cccc(N2CCN(C(=O)CCCCCNc3nc(=S)[nH]c4ccccc34)CC2)c1	-3%[57.1 µM]	?	6%	0%	1%
19	Brc1cccc2sc(N3CCN(c4ccccc4)CC3)nc12	9%[57.1 µM]	-20%	-2%	-3%	-2%
20	COC(=O)c1ccc(CSC2=NC[C@@H]3[C@@H]4C(=O)N(C)C(=O)[C@@H]4[C@](Cc4ccccc4)(C(=O)OC)N23)cc1	-4%	-26%	0%	1%	0%[38.3 µM]

no.	RGS4 inh	TrxR1 inh	RXFP1 ag	12-LOX inh
17	-8%	13%[2.29 µM]	.	?
18	-16%	7%[57.1 µM]	4.1%	-22%
19	-12%	31%[57.1 µM]	1.0%	-8%
20	-28%	20%	.	-58%
